Kir21 inh – Kir2.1 (mouse) channel inhibition; B-score at 10 µM; P35561; HEK293-Kir2.1, FluxOR thallium flux fluorescence; stronger effect = lower value; AID 1672; 310,000 compounds, 0.85% hits;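 active = fluorescence ratio B-score at or below minus 3 SD of library scores, with starting-brightness B-score within 2 SD, cut at about -4.2 in these data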;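 also: channel flux triggered by added potassium and thallium sulfate stimulus; B-score of peak minus minimum fluorescence over baseline after thallium stimulus; more negative B-score means stronger Kir2.1 block with less thallium influx; some compounds called inactive have numbers as strong as hits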
CHT block – inhibitors of human choline transporter CHT. Q9GZV3. CHT-expressing cells, membrane potential dye, choline response; stronger effect = lower value. B-score at 10 µM. 310,000 compounds, 0.86% hits. AID 488975;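 active = B-score over 3 SD under the library average, and starting fluorescence ratio not unusually high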;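 also: choline stimulus applied at its EC90 after an EC20 pre-addition; B-score computed on integrated fluorescence ratio after choline addition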
KCNQ2 inh – KCNQ2 potassium channel inhibitors, primary screen, cell-based, CHO-K1, FluxOR thallium flux, B-score (AID 2156); O88943; 20 min; stronger effect = lower value; 310,000 compounds, 1.1% hits; B-score at 10 µM;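 active = fluorescence ratio B-score at most minus 3 library SDs, with starting brightness B-score within 2 library SDs, cut at about -5.5 in these data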
Target sequence (O88943 whole entry, looked up): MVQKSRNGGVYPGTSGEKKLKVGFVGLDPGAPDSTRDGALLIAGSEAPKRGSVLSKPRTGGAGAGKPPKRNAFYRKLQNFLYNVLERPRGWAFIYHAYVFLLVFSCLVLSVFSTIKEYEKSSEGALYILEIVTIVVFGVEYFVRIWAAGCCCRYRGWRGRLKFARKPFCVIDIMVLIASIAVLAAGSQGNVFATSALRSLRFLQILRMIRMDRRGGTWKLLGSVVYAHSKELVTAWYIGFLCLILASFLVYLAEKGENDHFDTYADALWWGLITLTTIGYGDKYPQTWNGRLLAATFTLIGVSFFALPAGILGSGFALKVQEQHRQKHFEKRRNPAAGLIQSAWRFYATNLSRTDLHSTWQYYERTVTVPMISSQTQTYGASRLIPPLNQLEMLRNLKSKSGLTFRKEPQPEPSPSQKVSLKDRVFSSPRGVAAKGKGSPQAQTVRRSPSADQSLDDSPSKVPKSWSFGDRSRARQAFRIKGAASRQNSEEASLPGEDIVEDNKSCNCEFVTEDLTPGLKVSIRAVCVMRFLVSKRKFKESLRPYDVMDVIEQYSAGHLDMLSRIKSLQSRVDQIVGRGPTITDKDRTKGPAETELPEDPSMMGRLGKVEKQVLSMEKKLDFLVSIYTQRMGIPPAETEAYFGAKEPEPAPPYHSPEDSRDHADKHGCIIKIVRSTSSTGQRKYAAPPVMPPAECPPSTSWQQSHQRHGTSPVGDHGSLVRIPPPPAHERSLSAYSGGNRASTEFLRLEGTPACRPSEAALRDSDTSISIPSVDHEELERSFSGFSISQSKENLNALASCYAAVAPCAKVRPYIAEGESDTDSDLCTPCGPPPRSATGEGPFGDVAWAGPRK
Starred values were filed as active, the others as inactive; i = inactive; x = no result given.

Fields – Kir21 inh	CHT block	KCNQ2 inh
CCN(CCC(=O)Nc1cc(OC)cc(OC)c1)Cc1ccccc1
→ -1.8	i	i
COc1ccc(CN2CCNC(=O)C2CC(=O)N(C)CC2CCOCC2)cc1C (stereo not given)
→ -1	x	i
O=C(O)c1ccccc1C(=O)Nc1cc(-c2ccccc2)[nH]n1
→ -0.96	i	i
CCN(CC)CCOC(=O)C1(C2CCCCC2)CCCCC1
→ -2.4	i	i
O=Cc1cccc(OCc2cccc3ccccc23)c1
→ 2.2	i	i
CCN(CC)CCNC(C(=O)Nc1ccc([N+](=O)[O-])cc1Br)c1ccccc1 (stereo not given)
→ -2.1	i	i
CC1CCN(C(=S)c2ccc([N+](=O)[O-])cc2)CC1
→ 0.08	i	i
COc1ccc(OCC(O)CN2CCN(Cc3ccc4c(c3)OCO4)CC2)cc1 (stereo not given)
→ -0.03	i	i
O=C(N/N=C/c1ccccc1F)C(=O)N1CCCCCC1
→ -0.01	i	i
CS(=O)(=O)c1ccc(-c2cn3cc(C(=O)O)ccc3n2)cc1
→ -0.55	i	i
N/C(Cc1cccs1)=N\OC(=O)COc1ccc(Br)cc1Cl
→ 1.3	i	i
O=c1oc2ccccc2n1Cc1ccccc1Cl
→ -0.32	i	i
CC(=O)N(C)c1ccc(N=Nc2c(C)[nH]n(-c3ccccc3)c2=O)cc1
→ 0.64	i	i
Cc1cc(NC(=O)C2CCCC2)n(-c2nc3ccccc3[nH]2)n1
→ 0	i	i
COC(=O)c1ccsc1NC(=O)CS(=O)(=O)c1ccccc1
→ -0.44	i	i
O=C(CCS(=O)CCC(=O)NCc1ccccc1)NCc1ccccc1
→ -0.57	i	i
O=C(CSc1nnnn1C1CCCCC1)N1CCOCC1
→ 1.5	i	i
Cc1cc(C)n(C(=O)c2cccc(S(=O)(=O)N3CCCC3)c2)n1
→ -0.37	i	i
Fc1cccc(Cl)c1CSc1nnc(CNc2ccccc2)o1
→ -3.8	i	i
CCc1ccc2nc(SCC(=O)N3CC(=O)Nc4ccccc43)c(C#N)cc2c1
→ -0.21	i	i

(list continues)
Fields – Kir21 inh	CHT block	KCNQ2 inh
NS(=O)(=O)c1ccc(CNS(=O)(=O)Cc2ccc(Cl)cc2)cc1
→ -0.01	i	i
O=C(C1=C[C@@H]2[C@H]3C(=O)N(c4ccccc4Cl)C(=O)[C@H]3[C@@H](C(=O)c3ccc(Cl)cc3)N2C=C1)c1ccccc1
→ -0.48	i	i
CCCCNC(=O)/C(=C/c1ccccc1)NC(C)=O
→ 2.7	i	i
COC(=O)c1cn(NC(=O)c2cnccn2)c(=O)c2ccccc12
→ 0.11	i	i
CCOC(=O)Cc1nn(C(C)C)c(=O)c2ccccc12
→ 0.87	i	i
Cc1ccc(S(=O)(=O)CC(=O)NC(C)c2ccccc2)cc1 (stereo not given)
→ -0.81	i	i
COc1ccc(C(=O)COc2ccccc2C(N)=O)cc1
→ 0.67	i	i
Cc1ccc(NC(=O)CCNS(=O)(=O)c2ccc3c(c2)oc(=O)n3C)cc1C
→ 1.6	i	i
CCCCC1S/C(=N/N=C/c2cccs2)NC1=O (stereo not given)
→ 1.9	i	i
Cc1csc(N(C(=O)c2cccc(S(=O)(=O)N3CCCC3)c2)c2ccccc2)n1
→ -0.46	i	i
COC(=O)c1ccc(CNC(=O)CNC(=O)c2sc3ccccc3c2Cl)cc1
→ 0.23	i	i
COc1ccc(NC(=O)CSC2=C(C#N)C(c3ccco3)C3=C(CCCC3=O)N2)c(OC)c1 (stereo not given)
→ -0.04	i	i
CCOc1cccc(-c2c(C(=O)N/N=C/c3ccco3)nnn2-c2nonc2N)c1
→ 1.7	i	i
CC(C)Sc1nsc2nc(=O)c(/C=C3\C=Nc4ccccc43)c(N)n12
→ -2	i	i
COc1ccc(OC)c(NC(=O)c2cc3sccc3n2C)c1
→ -0.77	i	i
Cc1ccc(OCCC(=O)OC(C)C(=O)Nc2ccc(Cl)cn2)cc1 (stereo not given)
→ -0.36	i	i
COc1ccc(Nc2cc3n(c(=O)n2)CCc2cc(OC)c(OC)cc2-3)c(C)c1
→ -0.35	i	i
COc1ccc2c(C)cc(SCC(=O)Nc3nsc(-c4ccc(C)cc4)n3)nc2c1
→ -0.3	i	-6.3*
COc1ccc(C)cc1NC(=O)C1CCN(S(C)(=O)=O)CC1
→ -0.34	i	i
COC(=O)c1cc(C(=O)Nc2cc(C)on2)cc([N+](=O)[O-])c1
→ 0.38	i	i

(further entries)
Fields – Kir21 inh	CHT block	KCNQ2 inh
Cc1c(C(=O)O)sc2nc(CSc3ncc(C(F)(F)F)cc3Cl)[nH]c(=O)c12
→ 1	i	i
O=C(Nc1cccnc1)Nc1ccccn1
→ -0.93	i	i
O=C(NC1CCCCC1)c1cccnc1Sc1ccccc1Cl
→ -1.6	i	i
NC(=O)c1ccc(SCC(=O)OCC(=O)N2CCN(C(=O)c3ccco3)CC2)c([N+](=O)[O-])c1
→ 1	i	i
CCOc1ccc(NC(=O)c2cccc(OC(=S)N3CCOCC3)c2)cc1
→ -0.09	i	i
CCOc1ccc(/C=N/n2cc(-c3ccccc3)[nH]c2=S)cc1
→ -0.04	i	i
CC1c2[nH]c3ccccc3c2C[C@H]2C(=O)N(CCO)CC(=O)N12 (stereo not given in full)
→ -1.1	i	i
O=C(CSc1nc2ncc(Cl)cc2[nH]1)N(Cc1ccccc1)C1CCS(=O)(=O)C1 (stereo not given)
→ 1.1	i	i
O=C(Cn1nc(C(F)F)cc1C1CC1)NCCC1=CCCCC1
→ -3.7	i	i
CC(C)(C)OC(=O)CNC(=O)c1nc[nH]c1C(=O)N1CCN(c2ccccc2)CC1
→ -1.3	i	i
CCNc1oc(/C=C/c2ccc(OCC)cc2)nc1C#N
→ -0.61	i	i
[O-][n+]1c(/C=C/c2ccccc2)ccc2ccccc21
→ 0.4	i	i
O=C(COC(=O)c1n[nH]c2ccccc12)Nc1cccc(S(=O)(=O)N2CCOCC2)c1
→ -0.6	x	i
Cc1cccnc1CN1CCN(C(=O)c2cc(COc3ccc4ncccc4c3)on2)CC1
→ -0.36	i	i
Clc1cccc(OCCN2CCNCC2)c1
→ -0.07	i	i
Cc1cc(C)n(CC(O)COCc2ccco2)n1 (stereo not given)
→ -0.3	i	i
COc1ccccc1CNC(=O)C1CCCN(S(=O)(=O)c2cccs2)C1 (stereo not given)
→ 2.1	i	i
O=C1CCN(S(=O)(=O)c2ccc(Br)cc2)CCN1
→ 0.02	i	i
O=C1c2ccccc2CCC12N=NCC2c1ccc(Br)cc1 (stereo not given)
→ -1.4	i	i
C/C(=N\Nc1ncnc2sc(C)c(C)c12)c1ccccn1
→ -2	i	i

Five entries drawn at random from those above:
Fields – Kir21 inh	CHT block	KCNQ2 inh
O=C1CCN(S(=O)(=O)c2ccc(Br)cc2)CCN1
→ 0.02	i	i
O=C(NC1CCCCC1)c1cccnc1Sc1ccccc1Cl
→ -1.6	i	i
O=C(Cn1nc(C(F)F)cc1C1CC1)NCCC1=CCCCC1
→ -3.7	i	i
O=C(CSc1nc2ncc(Cl)cc2[nH]1)N(Cc1ccccc1)C1CCS(=O)(=O)C1 (stereo not given)
→ 1.1	i	i
NC(=O)c1ccc(SCC(=O)OCC(=O)N2CCN(C(=O)c3ccco3)CC2)c([N+](=O)[O-])c1
→ 1	i	i

The listing continues.
Fields – Kir21 inh	CHT block	KCNQ2 inh
COc1ccc(N(C(=O)Cc2cccs2)C2C=CS(=O)(=O)C2)cc1 (stereo not given)
→ 0.17	i	i
CN(C(=O)c1cccc(S(=O)(=O)N2CCCCC2)c1)C1CCS(=O)(=O)C1 (stereo not given)
→ -0.91	i	i
CCCCCOC(=O)NCC(O)c1ccccc1 (stereo not given)
→ 0.14	i	i
COc1cccc(-c2coc3c(C)c4oc(=O)c(CCC(=O)O)c(C)c4cc23)c1
→ -0.41	i	i
COc1ccc(C(C)=O)cc1COC(=O)c1ccc(OCc2c(C)noc2C)cc1
→ -0.14	i	i
CCOC(=O)C(=Cc1cn(C)c2ccc(S(=O)(=O)N(C)C)cc12)C(=O)OCC
→ 2.4	i	i
CCOC(=O)c1ccc(NC2c3ccccc3C(=O)N2c2ccccn2)cc1 (stereo not given)
→ 0.45	i	i
Cc1ccccc1CC1(CO)CCCN(C(=O)c2ccccc2N(C)C)C1 (stereo not given)
→ 1.2	i	i
O=C1Nc2ccccc2C1Cc1ccc(OC(F)(F)F)cc1 (stereo not given)
→ -0.06	i	i
Cc1cccc(CSc2nnc([C@@H]3CCCN3)o2)c1
→ 0.01	i	i
CN(C)c1ccc(C(=O)OCC(=O)NCCCc2ccccc2)cc1
→ 0.54	i	i
O=C1N=C(N2CCOCC2)S/C1=C\c1cccs1
→ 0.21	i	i
O=C(CNC1CCCCCC1)c1cccs1
→ -1.2	i	i
CC(C)(C)[C@H]1C=C(C(=O)O)O[C@@H](OCCCCO)C1
→ -0.64	i	i
COc1cc(C(=O)NC(=S)Nc2ccc3c(c2)OCO3)cc(OC)c1OC
→ -0.65	i	i
CCOc1ccc(S(=O)(=O)NC2CC2)cc1
→ 0.41	i	i
O=C(CN1C(=O)CSc2ccc(S(=O)(=O)N3CCOCC3)cc21)NCCCN1CCCCC1
→ 0.63	i	i
Cn1c(C(=O)O)c(CC(=O)NCc2cccnc2)c2ccccc21
→ 0.53	i	i
Cc1cc(N/N=C/c2ccccc2O)c2ccccc2n1
→ 0.9	i	i
O=S(=O)(NCC1CCCO1)c1ccc(S(=O)(=O)N(Cc2ccccn2)C2CC2)cc1 (stereo not given)
→ 1.9	i	i

New compounds follow:
Fields – Kir21 inh	CHT block	KCNQ2 inh
CCc1nnc(NS(=O)(=O)c2ccc(N=Cc3c(C)[nH]n(-c4ccc(Cl)cc4)c3=O)cc2)s1
→ 0.7	i	i
O=C(COC(=O)c1cc(Cl)ccc1[N+](=O)[O-])NCc1ccc(Cl)cc1Cl
→ 1.2	i	i
O=C(Cc1ccccc1)Nc1c[nH]c(=O)[nH]c1=O
→ 1.1	i	i
COc1cc2c(cc1OC)C(C)N(CCc1ccc(Cl)cc1)CC2 (stereo not given)
→ -0.13	i	i
O=C(CN1CCCCC1)N/N=C/c1cccc(Cl)c1
→ -1.2	i	i
CN(C)c1ccc(/C=C2\N=C(c3ccc(Cl)c([N+](=O)[O-])c3)NC2=O)cc1
→ -1.7	i	i
COc1ccc(N2CCN(C(=O)C3CC(=O)N(c4ccc(C)cc4)C3)CC2)cc1 (stereo not given)
→ -2.8	i	i
Cc1ccccc1NC(=O)c1c([N+](=O)[O-])cnn1C
→ 0.32	i	i
CS(=O)(=O)N1CCN(C(=O)c2ccc(Br)s2)CC1
→ -0.9	i	i
CS(=O)c1ccccc1-c1nc(-c2cc(C(F)(F)F)cc(C(F)(F)F)c2)no1 (stereo not given)
→ 0.76	i	i
CN(C)C(/C=C/Nc1cccc([N+](=O)[O-])c1)=C(C#N)C#N
→ -1.8	i	i
O=C(NCCC1=CCCCC1)C1CCN(C(=O)c2ccc(Br)cc2)CC1
→ 0.57	i	i
O=c1cnn(-c2ccccc2)c(-c2ccccc2)c1
→ -1.7	i	i
O=C(NCC1CCCN1S(=O)(=O)c1cccs1)C(=O)Nc1ccc(F)cc1 (stereo not given)
→ 0.32	i	i
COc1cccc(CCc2nnc(CCC(=O)NCCc3cccc(C)n3)o2)c1
→ 0.03	i	i
CN(C)C(C(=O)NC1CCCCC1)c1ccc(Cl)cc1 (stereo not given)
→ -1.3	i	i
Cc1cc(C)c2c(N)c(-c3nc4ccccc4[nH]3)sc2n1
→ 1.2	i	i
CCCC1=Nc2cc(C(=O)N3CCN(c4ccccn4)CC3)ccc2Sc2ccc(C)cc21
→ -0.32	i	-5.7*
O=C(NCC1CCCO1)C12CN(Cc3ccccc3)CC1C(c1cccc([N+](=O)[O-])c1)=NO2 (stereo not given)
→ -1.2	i	i
N#Cc1nc(-c2ccc(F)cc2)oc1N1CCCC1
→ 0	i	i

The listing continues:
Fields – Kir21 inh	CHT block	KCNQ2 inh
CC(=O)c1ccc(NC(=O)/C(Cl)=C/c2ccccc2)cc1
→ -1.1	i	i
CC1=C(C(=O)OCC2CCCO2)C(c2ccc(Cl)c(Cl)c2)NC(=O)N1 (stereo not given)
→ -0.5	i	i
Cc1ccc(C(=O)NCCNc2ncc(C(F)(F)F)cc2Cl)cc1[N+](=O)[O-]
→ -0.01	i	i
O=S(=O)(c1ccc(-c2nc3ccccc3s2)cc1)N1CCCC1
→ -0.98	i	i
CCCC(=O)NC(=S)Nc1cccc(NC(=O)c2ccc(Cl)cc2Cl)c1
→ -0.36	i	i
COC(=O)c1ccccc1NC(=O)Cn1nnc(-c2ccc(OC)cc2)n1
→ 2	i	i
O=C(COC(=O)COc1ccccc1Cl)Nc1ccccc1OC(F)F
→ 1.1	i	i
COc1ccccc1-c1noc(-c2ccccc2C(=O)NCc2ccco2)n1
→ -2.6	i	i
CCOc1ccc2c(c1)c1nnc(SCC(=O)N3CCCCC3C)nc1n2C (stereo not given)
→ -0.82	i	i
COc1cccc(C(C(=O)NC2CCCCC2)N(C(=O)c2ccccn2)c2cccnc2)c1 (stereo not given)
→ 0.68	i	i
O=C(Nc1ccc(Cl)cc1)C1CCCC1
→ 1.2	i	i
Cn1nnnc1SCCNCc1cc(Cl)ccc1OCc1ccccc1
→ -2.1	i	i
CS(=O)(=O)N(CC(=O)O)c1cc(Cl)cc(Cl)c1
→ 0.11	i	i
O=C(COc1ccccc1[N+](=O)[O-])Nc1cc(C(=O)O)cc(C(=O)O)c1
→ -0.09	i	i
CCn1c(/C=C2/C(=O)N(C)c3ccccc32)nc2ccccc2c1=O
→ -0.63	i	i
